KDM5B inh: blocks human KDM5B histone demethylase activity; Q9UGL1; 220,000 tested, 2.6% active; KDM5B demethylase, FDH-coupled NADH fluorescence (FDH is formaldehyde dehydrogenase); AID 1347165; Potency, µM (top dose mostly 57.7 µM), for the others: at the highest dose activity change, negative = inhibition, usual class: inhibitors; active = well fitted inhibition curve with a large enough effect; inconclusive = small, poorly fitted or top-dose-only effect; inactive = no such curve, though single readings can be large or run the other way; note: 0% is about no effect; nearly all actives have a fitted effect of over 70% in size
Target sequence (Q9UGL1 whole entry, looked up): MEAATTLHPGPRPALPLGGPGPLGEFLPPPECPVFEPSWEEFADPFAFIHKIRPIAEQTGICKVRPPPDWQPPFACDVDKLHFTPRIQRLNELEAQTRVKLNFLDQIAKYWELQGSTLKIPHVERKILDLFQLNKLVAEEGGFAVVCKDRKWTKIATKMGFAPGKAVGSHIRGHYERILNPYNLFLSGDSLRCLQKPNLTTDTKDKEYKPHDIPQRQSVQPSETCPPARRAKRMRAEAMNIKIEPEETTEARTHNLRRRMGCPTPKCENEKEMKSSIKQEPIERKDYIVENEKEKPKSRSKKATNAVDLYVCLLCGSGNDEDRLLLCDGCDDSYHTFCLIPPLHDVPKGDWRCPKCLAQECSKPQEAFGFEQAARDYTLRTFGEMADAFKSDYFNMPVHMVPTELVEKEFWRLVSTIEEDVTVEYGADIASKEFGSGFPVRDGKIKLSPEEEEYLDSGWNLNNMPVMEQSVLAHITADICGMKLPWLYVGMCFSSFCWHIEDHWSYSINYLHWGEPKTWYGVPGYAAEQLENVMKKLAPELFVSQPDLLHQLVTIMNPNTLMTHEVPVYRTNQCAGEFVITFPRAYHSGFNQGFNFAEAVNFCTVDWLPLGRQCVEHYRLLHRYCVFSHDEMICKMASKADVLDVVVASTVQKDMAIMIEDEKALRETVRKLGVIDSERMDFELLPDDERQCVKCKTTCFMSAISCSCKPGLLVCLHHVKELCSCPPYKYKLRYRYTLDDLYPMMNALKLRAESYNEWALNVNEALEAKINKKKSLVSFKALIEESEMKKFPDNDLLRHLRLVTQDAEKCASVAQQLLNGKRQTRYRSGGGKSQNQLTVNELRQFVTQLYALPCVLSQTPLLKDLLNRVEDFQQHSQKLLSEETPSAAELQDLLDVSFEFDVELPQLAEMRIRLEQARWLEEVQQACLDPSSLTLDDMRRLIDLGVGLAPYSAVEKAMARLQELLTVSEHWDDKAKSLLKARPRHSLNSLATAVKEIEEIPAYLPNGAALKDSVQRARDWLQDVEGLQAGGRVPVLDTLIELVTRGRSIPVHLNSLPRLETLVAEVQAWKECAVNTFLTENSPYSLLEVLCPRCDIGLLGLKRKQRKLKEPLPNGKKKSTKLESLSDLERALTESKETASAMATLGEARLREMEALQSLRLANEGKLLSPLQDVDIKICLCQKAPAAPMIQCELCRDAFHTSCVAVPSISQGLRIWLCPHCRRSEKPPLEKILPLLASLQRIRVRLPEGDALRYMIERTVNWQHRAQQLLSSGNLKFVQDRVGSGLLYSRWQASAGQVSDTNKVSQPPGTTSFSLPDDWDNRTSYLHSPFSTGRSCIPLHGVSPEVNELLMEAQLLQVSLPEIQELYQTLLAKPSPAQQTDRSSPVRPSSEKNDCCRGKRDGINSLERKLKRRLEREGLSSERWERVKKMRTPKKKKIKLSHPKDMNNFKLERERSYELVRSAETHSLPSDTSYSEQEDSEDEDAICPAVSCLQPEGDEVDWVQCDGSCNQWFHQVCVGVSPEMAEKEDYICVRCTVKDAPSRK
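Measured: NADH fluorescence change, 30 min, RT. System: KDM5BΔAP 200 nM final, H3K4me3 peptide, α-KG, Fe(II), ascorbate, NAD⁺ plus FDH, pH 7.5 HEPES. Compounds: titrated, 10 min pre-incubation with enzyme.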
* marks the source's active call; other numbers are inactive results; i = inactive; ? = inconclusive; & = joins results of further samples; [ ] = another dose, or the depositor's remark. Potency is the fitted concentration of half-maximal effect.

# | structure | KDM5B inh
1 | O=C(c1cccnc1)N1CCn2cc(C(=O)N3CCOCC3)nc2C1 | -24.4%[115 µM]
2 | C#CCNC(=O)c1csc(-c2ccc(C)cc2)n1 | 19.1%
3 | NC(=O)C1(N2CCCCC2)CCN(C(=O)Nc2ccc(Cl)c(Cl)c2)CC1 | ?
4 | CC(NC(=O)CCn1c(=O)c2cccn2c2ccc(F)cc21)c1ccccc1 (stereo unspecified) | ?
5 | CCc1cccc(C)c1NC(=O)Cn1ccn2nc(-c3ccc(F)cc3)c(CO)c2c1=O | ?
6 | O=C(NCc1nnc2cc(-c3nc(C4CC4)no3)ccn12)c1cccnc1 | 28.2µM*
7 | CCN(CC)C(=O)c1cc2c(s1)CCC(C(=O)Nc1ccc(OC)c(F)c1)C2 (stereo unspecified) | -8.0%
8 | CC(=O)c1cccc(OCc2coc(-c3ccc(Cl)cc3)n2)c1 | -9.3%
9 | CC(C)OCCCN1C(=O)c2[nH]nc(-c3ccccc3O)c2C1c1ccccc1F (stereo unspecified) | -5.6%
10 | Cc1cc(C)cc(-c2nc3cc(NC(=O)c4ccc5c(c4)OCO5)ccc3o2)c1 | 4.6%
11 | O=C(N/N=C/CCc1ccccc1)c1cccs1 | -6.5%
12 | Cc1c(Cl)ccc2c(C(=O)O)cc(-c3ccccn3)nc12 | -18.4%
13 | COc1cccc(C(=O)Nc2cc(-c3ccccc3)nn2-c2ccccc2)c1 | -19.0%
14 | CCn1c2c(c(=O)n1-c1ccccc1)CCN(C(=O)COc1ccccc1)C2 | 5.8%[86.2 µM]
15 | Cc1nc(N2CCOCC2)c2c(C(=O)Nc3cccc(C(F)(F)F)c3)c(C)oc2n1 | -2.7%
16 | CN1C(=O)Cc2ccccc2C1C(=O)N1CCN(c2ccc(Cl)cc2)CC1 (stereo unspecified) | -11.7%
17 | Cn1nccc1C(=O)N1CCCC(Cc2nc(C3CCOCC3)no2)C1 (stereo unspecified) | 1.0%
18 | O=C(Cn1c(=O)n(-c2ccccc2)c(=O)c2c3c(sc21)CCCC3)Nc1ccccc1 | -10.1%
19 | CC1CCN(C(=O)CN2CCN(c3nc(C(C)C)c4c(c3C#N)CCC4)CC2)CC1 | ?
20 | Cc1noc(C)c1[S+](=O)([O-])N1CCCC(c2nn(-c3cccc(Cl)c3)c(=O)[nH]2)C1 (stereo unspecified) | -22.7%
21 | Cc1c(CN2CCCC23CCN(c2ccc(C(F)(F)F)cn2)CC3)cc(C#N)n1C | ?
22 | Cc1ccc(NC(=O)Cn2c(=O)n(-c3ccc(C)cc3)c(=O)c3c2cnn3C)cc1 | -11.1%
23 | CC(=O)N1N=C(c2ccccc2Cl)CC1c1ccc2nccnc2c1 (stereo unspecified) | 16.7%
24 | CCCN1CCCCC12Cc1ccccc1CN(C(=O)CCC(=O)O)C2 (stereo unspecified) | 13.6%[115 µM]
25 | CC(C)(C)N(Cc1cn(CC2CCCCC2)nn1)S(=O)(=O)c1ccc(F)cc1Br | 10.6%
26 | O=C(CCS(=O)(=O)c1nc(-c2cccs2)cc(C(F)(F)F)n1)Nc1ccc(Br)cc1 | 18.9%
27 | O=C1CCN(S(=O)(=O)c2ccccc2)CCCN(C(=O)C2CCCC2)CCN1 | -12.0%
28 | COc1ccc(NC(=O)CSC2=Nc3ccccc3C3=NC(CC(=O)NCc4ccco4)C(=O)N23)cc1 (stereo unspecified) | -23.0%
29 | CCCn1c(C)nnc1SCC(=O)Nc1sc2c(c1C#N)CCC(C)C2 (stereo unspecified) | -19.2%
30 | CC(NC(=O)NOCc1ccccc1)c1ccc(NC(=O)C2CC2)cc1 (stereo unspecified) | -7.3%
31 | CCOCCCNC(=O)N1CCC(OC2CCN(Cc3ccccc3)CC2)CC1 | -6.6%
32 | O=C(Nc1cccnc1)c1nc2c(o1)CCN(CCCc1ccccc1)CC2 | ?

In the list so far, six have a Cl atom:
# | structure | KDM5B inh
3 | NC(=O)C1(N2CCCCC2)CCN(C(=O)Nc2ccc(Cl)c(Cl)c2)CC1 | ?
8 | CC(=O)c1cccc(OCc2coc(-c3ccc(Cl)cc3)n2)c1 | -9.3%
12 | Cc1c(Cl)ccc2c(C(=O)O)cc(-c3ccccn3)nc12 | -18.4%
16 | CN1C(=O)Cc2ccccc2C1C(=O)N1CCN(c2ccc(Cl)cc2)CC1 (stereo unspecified) | -11.7%
20 | Cc1noc(C)c1[S+](=O)([O-])N1CCCC(c2nn(-c3cccc(Cl)c3)c(=O)[nH]2)C1 (stereo unspecified) | -22.7%
23 | CC(=O)N1N=C(c2ccccc2Cl)CC1c1ccc2nccnc2c1 (stereo unspecified) | 16.7%

The list continues.
# | structure | KDM5B inh
33 | COc1cccc(CN2CCCC(c3nc(-c4cccnc4)no3)CCNC(=O)CC2)n1 (stereo unspecified) | -9.8%
34 | COc1cc(C2C3=C(CC(C)(C)CC3=O)OC3=C2C(=O)CC(C)(C)C3)ccc1OCC(=O)OC(C)C | -21.0%
35 | N#Cc1ccc(-c2ccc(OCc3ccc(C(N)=O)cc3)cc2)cc1 | 5.6%
36 | CC1CCCCN1CCCNC(=O)Cn1ncc2c3ccccc3n(Cc3ccccc3F)c2c1=O (stereo unspecified) | ?
37 | N#Cc1ccccc1CN1CCNc2nc(CNc3ccc(F)cc3)n(Cc3ccccc3)c2C1=O | ?
38 | O=C(CSCc1ccncc1)N(Cc1ccsc1)C1CC1 | 19.1%
39 | CC(C)c1ccc(NC(=O)Cn2cc(S(=O)(=O)Cc3cccc(Cl)c3)c3ccccc32)cc1 | -13.2%
40 | O=C(NCCCN1CCCCC1)c1[nH]c2ccccc2c1Sc1ccc(Cl)cc1 | -22.3%

Looked up one by one from above, 4 records:
# | structure | KDM5B inh
37 | N#Cc1ccccc1CN1CCNc2nc(CNc3ccc(F)cc3)n(Cc3ccccc3)c2C1=O | ?
38 | O=C(CSCc1ccncc1)N(Cc1ccsc1)C1CC1 | 19.1%
33 | COc1cccc(CN2CCCC(c3nc(-c4cccnc4)no3)CCNC(=O)CC2)n1 (stereo unspecified) | -9.8%
39 | CC(C)c1ccc(NC(=O)Cn2cc(S(=O)(=O)Cc3cccc(Cl)c3)c3ccccc32)cc1 | -13.2%

The list continues:
# | structure | KDM5B inh
41 | Cc1ccc(CNC(=O)C2CCCN(c3nn4cc(-c5ccc(C)cc5)nc4s3)C2)cc1 (stereo unspecified) | 5.6%
42 | COc1cccc(-c2ccc3c(N)c(C(=O)Nc4ccc(C)c(F)c4)sc3n2)c1 | ?
43 | CC(C)N1C(=O)C2(CCCC2)C1C(=O)NCc1nc2ccccc2n1C (stereo unspecified) | -5.0%
44 | COc1ccccc1/C=N/NC(=O)CC(=O)NCCc1ccccc1 | 29.2%
45 | Cc1nc(C)c(C(=O)N2CCC(c3noc(-c4ccccn4)n3)C2)s1 (stereo unspecified) | -17.7%
46 | CN(C)c1ccc(C(=O)N2CCN(C/C=C/c3ccccc3)CC2)cc1 | 3.9%
47 | CC(=O)Oc1ccc2c(=O)c(Oc3cc(C)cc(C)c3)c(C(F)(F)F)oc2c1 | -18.3%
48 | CCC(=O)N1CCc2cc(S(=O)(=O)N(C)c3cccc(C)c3)ccc21 | -25.7%
49 | COc1cccc(NC(=O)N2C3CCCC2CC(NC(=O)C2CC2)C3)c1 (stereo unspecified) | 14.3%
50 | O=C(CCCn1c(=O)[nH]c2ccc(Br)cc2c1=O)N1CCN(c2cccc(Cl)c2)CC1 | -43.5%
51 | Cc1cn2nnc(C(=O)N3CCC(C(=O)NCc4ccccc4)CC3)c2c(=O)[nH]1 | 8.4%
52 | COc1ccc(-c2noc(C(=O)N(C)C)c2[C@H](C)O)cc1 | 31.4%[activator][115 µM]
53 | COCCc1noc([C@@H]2CC(F)(F)CN2C(=O)Cn2cc(C)cn2)n1 | 18.2%
54 | CCCn1cc(-c2ccnc(NC3CCN(Cc4ccccn4)CC3)n2)c(C)n1 | 28.2µM*
55 | CN(C(=O)CSc1nc2ccsc2c(=O)n1CCc1cccs1)c1ccccc1 | 13.5%
56 | CN(Cc1ccccc1)C1CCOC2(CCN(C(=O)c3ccsc3)CC2)C1 (stereo unspecified) | 19.6%
57 | CC1CCN(S(=O)(=O)c2ccc3c(c2)CCN3C(=O)Nc2ccc(Br)cc2)CC1 | ?
58 | Cc1cnc(C(=O)NCC(O)c2ccccc2C(F)(F)F)cn1 (stereo unspecified) | -9.7%
59 | O=C(Nc1ccc(N2CCOCC2)cc1)c1nc2ccccc2nc1N1CCOCC1 | -6.9%
60 | Nn1c(=S)[nH]c2sc3c(c2c1=O)CCCC3 | ?
61 | CC(=O)Nc1ccc(Nc2nc3c(S(=O)(=O)c4cccc(Cl)c4)nnn3c3ccsc23)cc1 | 5.5%
62 | O=C(Nc1ccccc1)NC1CCSc2ccccc21 (stereo unspecified) | -7.5%
63 | COc1ccc(S(=O)(=O)n2nc(C)c(S(=O)(=O)N3CCC(C)CC3)c2C)cc1OC | ?
64 | CN1CCN(c2nc3nnnn3c3sc4c(c23)CCN(Cc2ccccc2)C4)CC1 | ?
65 | COc1ccc2cc1Nc1ccc(cc1)C[C@H](NCc1cccc(O)c1)C(=O)N(C)[C@@H](C(=O)Nc1ccccc1)C2 | -15.7%
66 | Cc1ccc(CNC(=O)CCCCn2c(=O)c3ccccc3n(Cc3ccc(Cl)cc3)c2=O)cc1 | ?
67 | CCOC(=O)C1CCC(CNC(=O)N2CCCC2c2cccc(C)c2)CC1 (stereo unspecified) | 13.6%
68 | CCN1CCC2(CC1)Oc1c(OC)cccc1C1CC(c3cccnc3)=NN12 (stereo unspecified) | 12.5%
69 | O=C(NCc1ccccn1)c1ccc(F)cc1 | -10.4%
70 | Cc1csc(NC(=O)CCc2ncc(-c3ccc(Cl)cc3)o2)n1 | 8.4%
71 | O=C1OCC2(CCN(Cc3cccc(OC(F)(F)F)c3)C2)N1c1ccncc1 (stereo unspecified) | -1.8%[86.2 µM]
72 | Cc1c(Cl)cccc1NC(=O)Nc1cccc(-c2nnc3n2CCCC3)c1 | 16.1%
73 | COCCn1ncc(N2CCC(C(=O)NCCCN3CCc4ccccc4C3)C2)cc1=O (stereo unspecified) | -14.0%
74 | COc1ccc(NC(=O)Cn2cnc3sc(C)c(S(=O)(=O)N4CCN(C)CC4)c3c2=O)cc1OC | -11.7%
75 | Cc1ccc(NC(=O)Cn2cc(C(=O)c3cccs3)c3ccccc32)cc1C | ?
76 | COc1ccc(-c2noc(-c3cccn3CC(=O)N3CCN(c4ccccc4F)CC3)n2)cc1F | ?
77 | O=C(c1ccc(C2SCCS2)cc1)N1CCN(Cc2ccc(Cl)cc2)CC1 | 12.9%
78 | COc1ccc(N2CCN(S(=O)(=O)CCNC(=O)C3CC(=O)N(c4ccccc4)C3)CC2)cc1 (stereo unspecified) | -11.2%
79 | O=C(CC1NC(=O)NC1=O)NCc1cccnc1Oc1ccccc1F (stereo unspecified) | 26.0%
80 | CC(C)CCN1CCC(N2CCN(C(=O)c3ccc(Br)o3)CC2)C1=O (stereo unspecified) | 3.8%
81 | CC1=C/C(=N/NC(=O)c2cc(C)oc2C)CC1 | 29.4%
82 | CC(C)CCN1CCC(N2CCN(C(=O)C3CC3)CC2)C1=O (stereo unspecified) | 1.3%
83 | Cc1ccc(NC(=O)CSc2ccc(-c3ccccn3)nn2)cc1F | -1.7%&-2.2%
84 | Cc1nc(NCCc2ccccc2)sc1C(=O)N(C)C | -2.7%
85 | O=C(C1COc2ccccc2O1)N1CCN(c2nc3c(F)cccc3s2)CC1 (stereo unspecified) | 9.3%
86 | CCc1noc(-c2cn(C3CCN(C(=O)c4ccccc4)C3)nn2)n1 (stereo unspecified) | -7.3%
87 | Cc1noc(Cn2cnc3c(Cl)cc(Cl)cc3c2=O)n1 | 4.6%
88 | CCN1CC2(CCN(C(=O)c3ccc4c(c3)ncn4CCO)CC2)OC1=O | 0.6%
89 | CN(C)c1cc(-c2cccc([N+](=O)[O-])c2)oc(=O)c1Cl | 6.3%
90 | CCOC(=O)c1c(NC(=O)/C=C/c2ccc(C)cc2)sc2c1CCCC2 | -12.0%
91 | CCc1ccc(C2CC(=O)c3c([nH]c(C(=O)OCc4ccc(C)cc4)c3C)C2)cc1 (stereo unspecified) | -9.2%
92 | CCOc1ccc2nc(N3CCCC(C(=O)NCCc4ccc(SC)cc4)C3)sc2c1 (stereo unspecified) | -12.0%
93 | Cc1onc(-c2c(Cl)cccc2Cl)c1C(=O)N=C(N)N1CC(C)OC(C)C1 (stereo unspecified) | 22.8%
94 | C=C(C)Cn1c(=O)c2c(nc3n2CCN3c2cc(C)cc(C)c2)n(C)c1=O | -23.7%
95 | CC(=O)N1CCN(C(=O)c2cc3ccccc3[nH]c2=O)CC(O)C1 (stereo unspecified) | 28.2µM*
96 | O=C(Cn1nc(-c2ccccc2)c2ccccc2c1=O)Nc1ccc(O)cc1 | 6.9%&15.1%

Next part
# | structure | KDM5B inh
97 | COc1ccc(S(=O)(=O)N2CCOCC2)cc1C(=O)N1CCCC1 | 15.5%
98 | O=C(Nc1ccc(-c2ccccc2)cc1)c1ccccc1C(F)(F)F | -23.8%
99 | CN(Cc1ccccc1)C1CCOC2(CCN(C(=O)NCCc3ccccc3)CC2)C1 (stereo unspecified) | -2.1%
100 | O=C(C1CC1)N1CCCC(Nc2ccc(F)c(F)c2)C1 (stereo unspecified) | 36.2%[activator]
101 | Cc1cc(C)c(CNC(=O)c2nc(-c3cccnc3)cc3c2ccn3C(C)C)c(=O)[nH]1 | i
102 | O=C(Nc1ccccc1Cl)C1CCN(c2ncnc3onc(-c4ccc(F)cc4)c23)CC1 | -25.1%
103 | O=C1CCC(C(=O)N(CC2CCN(Cc3ccccc3F)CC2)CC2CCCO2)=NN1 (stereo unspecified) | -11.4%
104 | COCCc1noc(-c2ccccc2OC2CN(C(=O)c3cnc(C)cn3)C2)n1 | 14.4%
105 | CCCCc1nc(NCCOCCO)c(C#N)c2c1CCCC2 | ?
106 | CCC(=O)Nc1ccc2oc(-c3cccnc3)nc2c1 | ?
107 | Cc1ccc2oc(C(=O)Nc3nnc(SCc4ccccc4)s3)cc(=O)c2c1 | 5.6%

An excerpt; count on the stated rates, not on these rows.
